Bioassay records as filed in PubChem.
ST2 IL33 inh: inhibitors of human ST2 (IL1RL1) binding to IL-33, primary screen, biochemical, AlphaLISA | Interleukin-1 receptor-like 1 (Homo sapiens), Q01638 | AlphaLISA ST2-Fc/biotin-IL-33 interaction, 1 h | inhibition, % for hits at 17 µM | 78,000 tested, 2.3% active; in the data active = inhibition above about 30%; inconclusive = mostly about 10% to 28%
Target sequence (Q01638 whole entry, looked up): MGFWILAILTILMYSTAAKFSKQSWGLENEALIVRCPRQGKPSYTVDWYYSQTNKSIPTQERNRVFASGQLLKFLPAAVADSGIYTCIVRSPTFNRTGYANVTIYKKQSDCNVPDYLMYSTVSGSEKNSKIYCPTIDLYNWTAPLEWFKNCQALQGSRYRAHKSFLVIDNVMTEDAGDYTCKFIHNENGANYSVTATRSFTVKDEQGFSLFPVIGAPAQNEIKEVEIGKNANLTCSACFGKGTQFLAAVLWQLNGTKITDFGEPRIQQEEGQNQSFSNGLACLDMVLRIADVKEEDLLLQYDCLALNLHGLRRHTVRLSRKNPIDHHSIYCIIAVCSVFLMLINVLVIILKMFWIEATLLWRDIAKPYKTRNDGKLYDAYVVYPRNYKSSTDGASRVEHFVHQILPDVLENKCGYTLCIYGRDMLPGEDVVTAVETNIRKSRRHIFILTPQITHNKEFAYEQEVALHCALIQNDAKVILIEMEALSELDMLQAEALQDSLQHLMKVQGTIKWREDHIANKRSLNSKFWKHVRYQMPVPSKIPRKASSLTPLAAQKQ
Numbers without * were called inactive; i = inactive; ? = inconclusive. The list is partial; the hit share may differ from the screen's.

Structure	ST2 IL33 inh
CCOc1ccccc1NC(=O)c1cc2cc3ccc(OC)cc3nc2s1	?
C=CCOc1ccc(C2Oc3nc(SC)nnc3-c3ccccc3N2C(C)=O)cc1 (stereo not given)	?
Nc1nc2c(ncn2COC(CO)CO)c(=O)[nH]1	i
CSc1nnc2c(n1)OC(c1cc3c(cc1Cl)OCO3)N(C(C)=O)c1ccccc1-2 (stereo not given)	?
O=C(c1ccccc1Br)N1CCN=C1SCc1cccc([N+](=O)[O-])c1	i
O=C(Nc1ccc(F)cc1)c1ccc2nc(N3C(=O)c4ccccc4C3=O)sc2c1	i
CCOc1ccc(-n2c(C)c(C(=O)O)c3cc(OC)ccc32)cc1	i
CCc1noc(C)c1C(=O)N1CCC2(CCCN(CCCc3ccccc3)C2)C1 (stereo not given)	?
O=C(CNS(=O)(=O)c1cccs1)NCc1ccc2c(c1)OCO2	i
Fc1ccc(-c2cc(C(F)(F)F)nc(NCc3ccco3)n2)cc1	i

Quoted at random: 2 records from the list
Structure	ST2 IL33 inh
O=C(CNS(=O)(=O)c1cccs1)NCc1ccc2c(c1)OCO2	i
CCOc1ccccc1NC(=O)c1cc2cc3ccc(OC)cc3nc2s1	?

Further structures:
Structure	ST2 IL33 inh
CC(=O)Nc1ccc(N=Cc2ccccc2O)cc1	i
Cc1ccccc1CN1CCC(CN(CC2CCCO2)C(=O)c2ccc(N(C)C)cc2)CC1 (stereo not given)	i
CCC(C)NC(=O)C1CCN(S(=O)(=O)c2cccs2)CC1 (stereo not given)	?
COc1ccc(-c2nc(CN(CCO)Cc3cccs3)c(C)o2)c(OC)c1	i
Cc1nc(CN2CCN(c3nc4nonc4nc3NCc3ccccc3)CC2)cs1	i
CCc1cn[nH]c1C1CCCN(C(=O)c2cc(C(C)C)n3ncnc3n2)C1 (stereo not given)	?
COCCNC(=O)Cn1c(=O)n(-c2ccc(F)cc2F)c(=O)c2sccc21	?
CN(Cc1ncc[nH]1)C(=O)c1cc2c(s1)CCCCC2	?
O=S(=O)(N1CCOCC1)n1cnc2ccccc21	?
CCOc1cc(/C=C2/NC(=O)NC2=O)ccc1OCc1ccc(Cl)cc1Cl	?

(further entries)
Structure	ST2 IL33 inh
COc1ccc(CNC(=O)CC[C@H]2CNC(=O)[C@@H]3[C@@H](CCN3C)N2C)cc1	i
CN1N=Nc2ccc(Br)cc2C1c1ccccc1 (stereo not given)	i
Cc1ccc(N2C(=O)CC(NCCc3cccc(F)c3)C2=O)cc1 (stereo not given)	i
Cn1ncc2c(NCCN3CCCCC3CO)nc(C(C)(C)C)nc21 (stereo not given)	i
O=C(O)C[C@@H]1CCN(C(=O)Cc2cccs2)C[C@@H]1CCN1CCOCC1	54%*
Cn1c([C@H]2CCN(Cc3ccc(S(C)(=O)=O)cc3)C2)nc2ccccc21	i
O=C(NCCC1CCCCO1)c1cc(COc2ccc3c(c2)OCO3)[nH]n1 (stereo not given)	?
CCC(=O)N1CCN(C(=O)c2ccccc2)CC1	i
Cc1ccc(-c2nnc([C@H]3CCN(C(=O)c4ccccc4)C3)o2)cc1	i
COc1cc(C=O)ccc1OCCc1ccccc1	i

Grouped by structure, the compounds so far containing fluorine (four)
Structure	ST2 IL33 inh
O=C(Nc1ccc(F)cc1)c1ccc2nc(N3C(=O)c4ccccc4C3=O)sc2c1	i
Fc1ccc(-c2cc(C(F)(F)F)nc(NCc3ccco3)n2)cc1	i
COCCNC(=O)Cn1c(=O)n(-c2ccc(F)cc2F)c(=O)c2sccc21	?
Cc1ccc(N2C(=O)CC(NCCc3cccc(F)c3)C2=O)cc1 (stereo not given)	i

(further entries)
Structure	ST2 IL33 inh
CCN(CC)CC#CC(C)(O)C(C)C (stereo not given)	?
CCn1cc(C(=O)N2CCN(c3ccccn3)CC2)c2cc(OC)c(OC)cc2c1=O	i
O=C(Nc1ccc([C@@H](O)[C@H]2COCC(=O)N2Cc2cccnc2)cc1)c1ccccc1	?
CC(=O)c1ccc2c(c1)OCCOCCOc1ccc(C(C)=O)cc1OCCO2	?
CC(C)(C)S(=O)(=O)c1ccccc1-c1noc(-c2ccccc2)c1C(N)=O	i
O=C(O)CC1(CC(=O)N[C@H]2CO[C@H]3[C@@H]2OC[C@@H]3n2nnnc2Oc2ccc(-n3ccnc3)cc2)CCCC1	i
Cc1nc(SC2CCCCC2=O)c(C#N)c(-c2cccs2)c1C(=O)Nc1ccccc1 (stereo not given)	?
CC12CCCCC1=NC(c1ccc([N+](=O)[O-])cc1)N2O (stereo not given)	i
CCC(C)NC(=O)C1CC1c1ccccc1 (stereo not given)	i
CCn1cc(CN2CCCC(CNC(=O)C3(N)CCCC3)C2)cn1 (stereo not given)	i

Among those listed so far, these contain a halogen.
Structure	ST2 IL33 inh
CSc1nnc2c(n1)OC(c1cc3c(cc1Cl)OCO3)N(C(C)=O)c1ccccc1-2 (stereo not given)	?
O=C(c1ccccc1Br)N1CCN=C1SCc1cccc([N+](=O)[O-])c1	i
O=C(Nc1ccc(F)cc1)c1ccc2nc(N3C(=O)c4ccccc4C3=O)sc2c1	i
Fc1ccc(-c2cc(C(F)(F)F)nc(NCc3ccco3)n2)cc1	i
COCCNC(=O)Cn1c(=O)n(-c2ccc(F)cc2F)c(=O)c2sccc21	?
CCOc1cc(/C=C2/NC(=O)NC2=O)ccc1OCc1ccc(Cl)cc1Cl	?
CN1N=Nc2ccc(Br)cc2C1c1ccccc1 (stereo not given)	i
Cc1ccc(N2C(=O)CC(NCCc3cccc(F)c3)C2=O)cc1 (stereo not given)	i

Additional entries:
Structure	ST2 IL33 inh
COc1ccc(OCCSc2ncccn2)cc1	i
Cc1cc(C)n(C2CCN(C(=O)CN3CCOc4ccccc4C3)C2)n1 (stereo not given)	i
COC(=O)c1c(C)oc2cc(Br)c(OCc3ccccc3C)cc12	i
CNC(=O)c1ccc(Cn2c(=O)c3cc(OC)c(OC)cc3n(CC(=O)Nc3ccccc3)c2=O)cc1	?
CC1Cc2ccccc2N1S(=O)(=O)c1cccc2cccnc12 (stereo not given)	?
Cn1c(C(=O)Nc2ccc(F)cc2)cc2c(=O)n3ccccc3nc21	?
COCC(=O)N1CCN2C(=O)N(Cc3ccccc3)C(=O)[C@H]2C1	?
Cc1nnsc1CN(C)Cc1cc(C(C)(C)C)ccc1O	?
CCc1nnc(NC(=O)C2CCCCC2)s1	?
CCc1ccc(CN2CCOC(CCNS(C)(=O)=O)C2)nc1 (stereo not given)	?

Next part
Structure	ST2 IL33 inh
Cc1cc(C)n(CCCN(C)C(=O)c2scc3c2OCCO3)n1	i
CCN(CCCNS(=O)(=O)c1ccc2c(c1)CCN2C(=O)C1CC1)c1ccccc1	i
O=C(C1CCC(CNS(=O)(=O)c2cccc3nsnc23)CC1)N1CCc2ccccc2C1 (stereo not given)	i
Cc1cccc(N(CC(=O)Nc2cccc([N+](=O)[O-])c2)S(=O)(=O)c2ccccc2)c1C	?
CN(C)CCC1CN(C(=O)c2cccc3c2OCC3)CCO1 (stereo not given)	i
O=C1CSC(=Nc2ccccn2)N1C1CCCCC1	i
CC(=O)Nc1ncc2c(n1)CC(c1ccco1)CC2=O (stereo not given)	i
Cn1ccnc1-c1nccn1-c1ccc2c(c1)CCC2	i
Cc1ccc(S(=O)(=O)N2CCN(C(=O)c3ccc([N+](=O)[O-])cc3)C2C(C)C)cc1 (stereo not given)	?
Cc1nc(CCNC(=O)c2coc(CN3CCN(c4ccccc4F)CC3)n2)sc1C	?

Next compounds
Structure	ST2 IL33 inh
CCc1ccc(S(=O)(=O)N2CCN(c3cc(-c4cccc(C)c4)ncn3)CC2)cc1	i
Cc1nc2sc(C(c3ccccc3)N3CCC(O)CC3)c(O)n2n1 (stereo not given)	i
CCn1cnc2cc(NCc3ccncc3)ccc21	i
CC(C)NC(=O)N[C@H]1CCN2C(=O)c3cc(-c4ccccc4)ccc3NC(=O)[C@H]12	?
CN(C)c1ccc(-c2ccnc(N[C@H]3CO[C@H]4[C@@H]3OC[C@H]4OC(=O)NCc3ccccc3)n2)cc1	?
CCOc1ccc(OCCCCN2CCN(C)CC2)cc1	i
Nc1cc(-c2cc(C(=O)O)ccc2Cl)c2cc[nH]c2n1	?
O=C(Nc1ccc(Br)cc1)[C@H]1[C@H](C(=O)O)[C@H]2C=C[C@@H]1C2	i
CNCCC(Oc1ccc(C(F)(F)F)cc1)c1ccccc1 (stereo not given)	i
COc1ccccc1C(Nc1cc(C)ccn1)c1ccc2cccnc2c1O (stereo not given)	?

The list goes on.
Structure	ST2 IL33 inh
COCCn1c(CNC(=O)c2cccs2)nc2cccnc21	i
O=C(NC1=NCCS1)c1ccc2snnc2c1	?
COc1cc(/C=C/c2ccc3cccc(O)c3n2)cc(Cl)c1OC	34%*
O=C(CCS(=O)(=O)c1cccs1)N1CCCC1	i
Cc1c(Cl)c([N+](=O)[O-])nn1CCCC(=O)Nc1c(Cl)cccc1Cl	i
Cc1cc(C)cc(-n2c(CN3CCN(C(=O)Nc4cccc(Br)c4)CC3)nc3cccnc32)c1	i
Cn1c(NCCO)nc2c1c(=O)n(Cc1ccc(F)cc1)c(=O)n2C	i
CCSc1nc2c(c(C3CC=CCC3)c1C#N)CCC2 (stereo not given)	i
COc1cc2c(cc1OC)CN(Cc1cc(I)c(O)c(OC)c1)CC2	?
Cc1ccc(C2CC(c3ccc(Br)cc3)=NN2C(=O)CCC(=O)O)cc1 (stereo not given)	?

More entries
Structure	ST2 IL33 inh
COCCCNC(=O)CSC1=Nc2ccccc2C2=NC(c3ccccc3)C(=O)N12 (stereo not given)	i
CC1CCCCN1C1CN(C(=O)CCC(=O)Nc2cccc(O)c2)C1 (stereo not given)	i
CC(=O)Nc1cccc(N2C(=O)CCC2=O)c1	i
CCOc1cccc2c1OC1(C)CC2NC(=O)N1c1ccc(C)cc1 (stereo not given)	i
Nc1nnc(CCNc2nccc(CCC(F)(F)F)n2)s1	?
CN1C[C@@H](NC(=O)CC(C)(C)CC(=O)O)C[C@H]1c1nc(-c2ccccn2)no1	i
O=C(c1ccc(-c2ccn[nH]2)cc1)N1CCC2(CC1)C(=O)Nc1ccccc12	?
Cc1sc2nc3n(sc4nc5sc(C)c(C)c5c(=O)n43)c(=O)c2c1C	i
Cn1nc(C(=O)NCc2cccnc2)c2c1CCN(Cc1ccc3c(c1)Cc1ccccc1-3)C2	?
C=CCOc1ccc(/C=C2\C(=O)N(c3ccc(Cl)c(C(=O)O)c3)N=C2C)cc1OC	i
COc1ccc(Cc2cnc(NC(=O)c3ccccc3Cl)s2)cc1	i
COc1ccc(C2=NN(S(=O)(=O)c3ccc(C)cc3)C(c3ccccc3)C2)cc1OC (stereo not given)	i
COc1ccc(-c2cc(C(F)(F)F)nc(NCc3ccccc3)n2)cc1OC	i
CC(C(=O)Oc1ccc(C(C)(C)C)cc1)N1C(=O)c2ccccc2C1=O (stereo not given)	i
O=C(Nc1ccc(-c2nc3ccccc3o2)cc1)c1cc(=O)c2ccccc2o1	i

Later entries:
Structure	ST2 IL33 inh
COc1ccc(OC)c(NC(=O)CCS(=O)(=O)c2ccc(Br)s2)c1	i
CCC(C)C(=O)OC1CC(C)C=C2C=CC(C)C(CCC(O)CC(O)CC(=O)O)C21 (stereo not given)	?
Cc1ccccc1-n1c(O)c(C=Nc2ccccc2)c2ccccc2c1=O	47%*
Cc1nc2nc(C)c(NC(=O)Nc3ccc(C)c(F)c3)c(=O)n2[nH]1	i
CC(C)(C)CC(=O)N1CC[C@@H](CC(=O)O)[C@@H](CCN2CCOCC2)C1	i
O=C(CN1CCN(Cc2ccccc2F)C1=O)NCc1cccnc1	i
CCCCn1c(=O)c2c(nc3n2CCN3c2ccccc2)n(C)c1=O	i
CC(=O)c1ccc(NS(=O)(=O)c2ccc(C)c(C(N)=O)c2)cc1	i
O=C(Nc1ccc(-c2nc3ccccc3c(=O)o2)cc1)c1ccc(Cl)cc1	i
COc1ccc(N2CC(NC(=O)c3ccc4c(c3)OCO4)CC2=O)cc1 (stereo not given)	i
c1nc2c([nH]1)CCNC2c1ccc(-c2ccc3c(c2)OCCO3)cc1 (stereo not given)	i
CC12CN3CC(C)(CN(C1)C3c1cc(Br)ccc1O)C2 (stereo not given)	?
CC1CCCC(NC(=O)CN2C(=O)CSc3ccc(S(=O)(=O)N4CCCC4)cc32)C1C (stereo not given)	i
CC1(C)CC(=O)C([N+](=O)[O-])=C(Nc2ccccc2)C1	i
CCOc1ccc(CCNC(=O)c2cc3cc4ccc(OC)cc4nc3o2)cc1OCC	?

Next section
Structure	ST2 IL33 inh
CC(=O)NCCc1n[nH]c(Cc2ccccc2)n1	i
O=C(c1ccco1)N1CCN=C1SCc1ccc(Cl)cc1	i
N#CC1=C(N)Oc2[nH]c(=O)[nH]c(=O)c2C1c1ccccc1I (stereo not given)	i
N#C/C(=C\c1ccc(Br)cc1)c1nc(-c2ccc([N+](=O)[O-])cc2)cs1	?
Cc1cccc(-n2ncc3c(NC(C)(C)C)ncnc32)c1	i
CC1=C(C(=O)OC2CCCCC2)C(c2ccc(F)cc2)n2ncnc2N1 (stereo not given)	i
N#Cc1c2n(cnc1=O)CCCCC2	i
Cc1nc2ncnn2c(C)c1CCC(=O)NC1CCCN(CCc2ccccc2)C1 (stereo not given)	?
Cc1n[nH]c(C)c1CCCN(C)C(=O)CC1C(=O)NCCN1C1CCCC1 (stereo not given)	?
COc1ccc(C2=Nn3c(nnc3-c3ccc(OC)cc3)SC2)cc1	i
O=C1CC(N2CCc3ccccc3C2)C(=O)N1c1ccc([N+](=O)[O-])cc1 (stereo not given)	i
Cc1nc2c(C(=O)N3CCOC(CCCc4ccccc4)C3)cccc2[nH]1 (stereo not given)	i
COc1ccc(CC(=O)Nc2cc(N3CCCS3(=O)=O)ccc2OC)cc1	i
COc1cc(Cl)c(S(=O)(=O)N2CCOCC2)cc1Cl	i
Cc1nccn1-c1ccc(CNC(C)CO)cc1 (stereo not given)	i

Remaining list, next part.
Structure	ST2 IL33 inh
CC(=O)C1=C(O)C(=O)N(c2ccc(C)cc2)C1c1ccc([N+](=O)[O-])cc1 (stereo not given)	i
Cc1ccc(C(=O)N2CCN(c3ccc(F)cc3)CC2)cc1	i
O=C(NC1CC1)C1CCN(S(=O)(=O)N2CCCCC2)CC1	i
NC1=NC(=O)/C(=C\c2ccc(-c3ccc(Cl)c([N+](=O)[O-])c3)o2)S1	40%*
